Rab2A wt mod = changes GTP binding to wildtype dog Rab2A, up or down. P61105. GST-Rab2 wt beads, Bodipy-GTP binding, flow cytometry. GTP binding activity, % at 10 µM. 0.19% of 190,000 active;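 active means GTP binding activity at least 20 points away from 100%, either lowered or raised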;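 further: 0% = beads with excess unlabeled GTP and 100% = no-compound control corrected for plate trend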
Cdc42 wt GTP = modulators (inhibitors or activators) of GTP binding to human Cdc42 wildtype | percent activity (GTP binding), % at 10 µM | GST-Cdc42 beads, Bodipy-GTP binding, flow cytometry; actives lie on both sides | P60953 | 0.2% of 190,000 active;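 active means percent activity GTP binding at least 20 points away from the 100% baseline, either down as inhibitor or up as activator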;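 further: median bead fluorescence of bound Bodipy-FL-GTP at 100 nM; 0% = excess unlabeled GTP control and 100% = no compound control; below 100% means less GTP binding so inhibitor and above means activator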
HRas wt GTP bind = human HRas wildtype GTP binding, change in either direction; AID 759; 0.14% of 190,000 active; P01112; GTP binding activity, % at 10 µM; GST-Ras wt beads, Bodipy-FL-GTP binding, flow cytometry; actives lie on both sides;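 active means GTP binding activity at least 20% away from the 100% baseline, either lowered as inhibitor or raised as activator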;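 further: 0% = unlabeled GTP competition control and 100% = no-compound control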
Avidin bead fluor = avidin bead compound fluorescence profile; fluorescence (KMESF) at 10 µM; AID 1775; Avidin beads, compound fluorescence 488/530 nm, flow cytometry; hits give high values; 0.38% of 220,000 active; in the data active means fluorescence above about 47; further: inactives centre near 10
Rac1 wt GTP bind = modulators of human Rac1 wildtype GTP binding; P63000; GST-Rac1 beads, fluorescent GTP binding, flow cytometry; actives lie on both sides; 0 = cold GTP competed, 100 = untreated; GTP binding activity (% of control), % at 10 µM; 0.27% of 190,000 active; AID 757;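 active means GTP binding activity at least 20 points away from the 100% control level, either lower or higher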
Rab7 wt GTP bind = alters GTP binding to wildtype dog Rab7 | GST-Rab7 beads, fluorescent GTP binding, flow cytometry; actives lie on both sides; untreated = 100%, excess cold GTP = 0% | GTP binding activity (percent of control), % at 10 µM | 0.055% of 190,000 active | AID 758;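 active means fluorescent GTP binding to Rab7 beads changed by at least 20 points from the 100% baseline, either direction, mostly lower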;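 further: median green fluorescence of bound Bodipy-FL-GTP per Rab7 bead population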
GSH bead fluor = compound fluoresces at 488/530 nm on GSH beads; GSH beads flow cytometry, compound fluorescence 488/530 nm; hits give high values; fluorescence (KMESF) at 10 µM; 0.25% of 190,000 active; in the data active means fluorescence above about 89;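 further: glutathione beads carrying GST-tagged Bcl family fusion proteins plus one bare bead set; values are compound well signal with DMSO vehicle wells as background; inactives centre near 16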
ABCG2 block = human ABCG2 inhibition, ABCB1 as counter-screen; inhibition, % at 6.6 µM; IgMXP3 cells, JC-1 efflux, flow cytometry; Q9UNQ0; 0.1% of 190,000 active;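 active means inhibition above 80%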;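 further: 0% = DMSO and 100% = nicardipine control wells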
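System: two drug-resistant human cell lines, ABCG2 and ABCB1; controls: nicardipine high and DMSO low controls; times: 10 min exposure at 25 °C with rotation, no wash; detection: flow cytometry of retained JC-1 fluorescence; read-out basis: percent efflux inhibition, scaled nicardipine 100% to DMSO 0%; doses: one concentration, 6.6 µM final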
Pf gametocyte = P. falciparum stage V gametocyte viability inhibition | 0.065% of 150,000 active | P. falciparum stage V gametocytes, ATP luminescence, 24 h | inhibition, % at 10.9 µM;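 active means inhibition above the mean plus 3 SD of compounds within the control limits, set per campaign, cut at about 38% in these data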;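 further: 0% = DMSO wells and 100% = medium only without gametocytes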
ABCB1 inh = inhibitors of human ABCB1 transporter, ABCG2 counter-screen | P08183 | CCRF-Adr cells, JC-1 efflux, flow cytometry | inhibition, % at 6.6 µM | 0.067% of 190,000 active; in the data active means inhibition above about 40%;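 further: 0% = vehicle and 100% = reference inhibitor; higher value means more JC-1 retained so stronger ABCB1 efflux block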
Rac1 mut GTP = human Rac1 activated mutant GTP binding change. 0.11% of 190,000 active. percent activity (GTP binding), % at 10 µM. GST-Rac1 activated beads, fluorescent GTP binding, flow cytometry; actives lie on both sides; 100% means binding = to untreated wells. P63000;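 active means GTP binding at least 20 percentage points away from the 100% baseline, in either direction, so actives lie on both sides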
* hit, by the source's call; / = no result given.

SMILES | Rab2A wt mod | Cdc42 wt GTP | HRas wt GTP bind | Avidin bead fluor | Rac1 wt GTP bind | Rab7 wt GTP bind | GSH bead fluor | ABCG2 block | Pf gametocyte | ABCB1 inh | Rac1 mut GTP
CCCCc1nc(N2CCOCC2)c(C#N)c2c1CCCC2 | 101 | 99 | 101 | 31 | 98 | 99 | 12 | 5 | 2 | 0.8 | 98
N#Cc1c(-c2ccccc2)nc2n(c1=O)CCS2 | 93 | 95 | 94 | 36 | 94 | 95 | 13 | 3 | / | 0.2 | 94
CC(C)C1=C2OC(N)=C(C#N)C(C#N)=C2C(C)CC1 (stereo not drawn) | 101 | 100 | 99 | 9 | 100 | 99 | 35 | 2 | -2 | -0.3 | 98
Cc1ccc(S(=O)(=O)Cc2ccc(C(=O)N3CCCCCC3)o2)cc1 | 97 | 99 | 98 | 8 | 100 | 100 | 26 | 0 | / | 0.3 | 100
CCOc1ccc(N2C(=O)c3ccccc3C2O)cc1 (stereo not drawn) | 102 | 102 | 102 | 6 | 107 | 103 | 22 | 0 | / | -0.1 | 100
CCCn1nnc(NC(=O)c2cc3ccccc3o2)n1 | 99 | 100 | 99 | 13 | 101 | 98 | 26 | 45 | 7 | 0.0 | 98
O=C(NCc1cccs1)c1ccc(Cl)s1 | 100 | 104 | 102 | 35 | 105 | 101 | 17 | 2 | / | 0.3 | 99
CC1=C(C(=O)NCCN2CCN(C)CC2)C2(CCC(C)CC2)OC1=O (stereo not drawn) | 102 | 106 | 102 | 6 | 102 | 99 | 22 | 1 | -8 | 0.2 | 100
O=C(CN1C(=O)CC(c2ccco2)Sc2ccccc21)Nc1ccc2c(c1)OCCO2 (stereo not drawn) | 101 | 102 | 99 | 11 | 104 | 98 | 31 | 11 | / | 2.7 | 100
CC(C)c1cc(-c2n[nH]c(=S)n2Cc2ccccc2)cs1 | 97 | 99 | 99 | 28 | 98 | 101 | 14 | 0 | / | -0.1 | 96
COc1ccccc1NC(=S)N/N=C1\CC(C)(C)Oc2ccc(O)cc21 | 100 | 96 | 96 | 8 | 106 | 104 | 19 | 1 | -14 | 0.0 | 98
Cc1ccc(C(=O)CSc2nc3ccccc3c(=O)n2N)o1 | 98 | 104 | 101 | 23 | 102 | 100 | 23 | 25 | 1 | 1.4 | 98
COc1ccc(C)cc1S(=O)(=O)N(C)CC(=O)Nc1ccc2c(c1)OCO2 | 101 | 102 | 102 | 6 | 104 | 104 | 25 | 5 | -2 | 0.9 | 98
Cc1ccc(O)c(CNc2nc3ccccc3n2C)c1 | 98 | 98 | 100 | 10 | 99 | 97 | 15 | 6 | 8 | 0.8 | 98
O=C(NC(=S)Nc1c(F)cc(F)cc1Br)c1ccc2c(c1)OCCO2 | 101 | 99 | 98 | 11 | 99 | 107 | 13 | 14 | 6 | 0.8 | 96
Cc1cccc(NC(=S)/N=C(\N)Nc2nc(C)c3ccccc3n2)c1 | 96 | 99 | 98 | 2 | 98 | 98 | 5 | -2 | / | -0.6 | 95
CCOC(=O)C1=C(c2ccccc2)NC(SC)=C(C#N)C1c1cccnc1 (stereo not drawn) | 94 | 97 | 96 | 1 | 102 | 97 | 11 | 5 | -14 | 21 | 98
CCn1c2ccccc2c2cc(NC(C)=O)ccc21 | 97 | 100 | 98 | 21 | 99 | 96 | 9 | 1 | -20 | 0.1 | 96
CCCCN(CC)CCNc1c(N2CCN(C(=O)OCC)CC2)c(=O)c1=O | 100 | 102 | 99 | 26 | 96 | 97 | 12 | 3 | / | 0.8 | 97
c1ccc(Nc2n[nH]nc2-c2ccccc2)cc1 | 97 | 97 | 97 | 11 | 96 | 92 | 13 | 0 | / | -0.3 | 97
COc1ccc(-n2c(C)nc3sc4c(c3c2=O)CCC4)cc1 | 102 | 100 | 100 | 7 | 100 | 100 | 70 | 4 | 19 | -0.4 | 95
COc1ccc(C(=O)NCc2cc(C)nc3ccccc23)cc1OC | 96 | 91 | 99 | 17 | 100 | 104 | 8 | 1 | -12 | 0.0 | 94
CC1(C)CC(=O)C2=C(C1)N(c1ccc(F)cc1)C(=O)CC2c1ccccc1 (stereo not drawn) | 103 | 104 | 103 | 8 | 105 | 102 | 29 | 2 | / | 0.6 | 99
COc1ccccc1Nc1nc(N)nc(CN2CCN(c3ccccc3F)CC2)n1 | 101 | 103 | 100 | 6 | 103 | 100 | 43 | 1 | / | 0.6 | 98
